tim23-1 inh = inhibits growth of tim23-1 mutant yeast. S. cerevisiae tim23-1 growth, BacTiter-Glo luminescence, 24 h. inhibition, % at 20 µM. 1.3% of 330,000 active. AID 463212;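 active = growth inhibition of the mutant yeast at or above 50%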;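 also: temperature-sensitive mutant grown at 25 °C; plate controls were DMSO-treated mutant yeast for no effect and medium wells lacking yeast for full effect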
TIM10 inh = growth inhibitors of TIM10 yeast strain. AID 463195. inhibition, % at 10 µM. 1.4% of 330,000 active. S. cerevisiae TIM10 strain growth, BacTiter-Glo luminescence, 24 h;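 active = inhibition of 40% or more at the single tested concentration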;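 also: wild-type TIM10 isogenic control strain grown at permissive 25 °C; 0% = DMSO yeast wells and 100% = minimal medium wells without yeast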
Mdm2-MdmX inh = human Mdm2/MdmX binding inhibition; inhibition, % at 8 µM; SaOS-2 split-luciferase Mdm2/MdmX complementation, luminescence; 3% of 330,000 active; O15151+Q00987; AID 485346;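 active = inhibition of at least 50% at 8 µM in the primary screen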
APJ ag = agonists of human APJ apelin receptor; CHO-K1 APJ PathHunter beta-arrestin, luminescence; 0% DMSO wells, 100% apelin; activation, % at 20 µM; 0.11% of 330,000 active; P35414;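 active = activation more than six SD over the plate average, tested at 20 µM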;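 also: 0% = DMSO alone and 100% = apelin-13 at 10 nM; some results filed as inactive read as strong as hits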
Target sequence (P35414 whole entry, looked up): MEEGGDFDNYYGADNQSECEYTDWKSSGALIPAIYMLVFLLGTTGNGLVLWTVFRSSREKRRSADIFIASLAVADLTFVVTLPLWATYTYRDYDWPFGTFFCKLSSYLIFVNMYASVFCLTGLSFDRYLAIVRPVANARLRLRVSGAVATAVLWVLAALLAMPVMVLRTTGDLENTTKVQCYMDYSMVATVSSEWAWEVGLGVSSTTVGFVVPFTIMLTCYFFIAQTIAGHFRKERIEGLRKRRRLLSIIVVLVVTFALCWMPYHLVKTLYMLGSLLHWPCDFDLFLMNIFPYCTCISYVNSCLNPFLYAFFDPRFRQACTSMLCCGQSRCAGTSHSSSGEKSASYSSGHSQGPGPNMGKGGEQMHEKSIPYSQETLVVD
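Material: CHO-K1 APJ beta-arrestin complementation cell line; Input: cell density 1000 per well; Incubation: compound stimulation 90 min at 25 °C, detection 60 min; Signal: luminescence from split beta-galactosidase complementation, Galacton Star/Emerald II substrate; Controls: DMSO-only wells as negative, 10 nM Apelin-13 as positive control.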
UPR CHOP act = apoptotic UPR (CHOP) activation | AID 449763 | 0.34% of 330,000 active | CHO-CHOP luciferase reporter, luminescence; percent of tunicamycin response over DMSO baseline | activation, % at 10 µM;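 active = at 10 µM dose, activation of 40% or more, normalized to positive control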;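 also: 100% = tunicamycin at 10 µg/mL and 0% = DMSO alone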
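measured by = luciferase luminescence | assay system = CHO-CHOP cells, stable luciferase reporter of PERK-eIF2a-CHOP signalling | amount = 500 reporter cells seeded per well | timing = 6 h compound exposure at 37 °C after overnight seeding | controls = positive tunicamycin 10 µg/mL, negative DMSO alone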
XBP1 UPR activ = activators of adaptive arm of unfolded protein response (XBP1) | CHO-XBP1 luciferase reporter, IRE1-XBP1 UPR activation, luminescence; percent of tunicamycin response, DMSO as zero | activation, % at 20 µM | 0.33% of 330,000 active;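 active = versus positive control, 20 µM dose yields 30% or more activation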;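 also: 100% = tunicamycin at 10 µg/mL and 0% = DMSO only wells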
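Assay system: IRE1-XBP1 luciferase reporter CHO line. Input: 1000 cells/well. Buffer or medium: F12 with 10% serum. Doses: 20 µM, 1% DMSO. Times: overnight seeding at 37 °C, 6 h compound treatment at 37 °C. Technique: Steady-Glo luciferase glow luminescence, 10 min after reagent addition.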
tim10-1 inh = tim10-1 yeast growth inhibition; S. cerevisiae tim10-1 ts strain growth, BacTiter-Glo, 24 h; 2.2% of 330,000 active; inhibition, % at 20 µM;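 active = inhibition of at least 40%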;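 also: mutant grown at 25 °C; 0% = DMSO wells with yeast and 100% = wells holding no yeast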
NLRP3 yeast inh = NALP3 inhibition in yeast; AID 2825; 0.39% of 330,000 active; inhibition, % at 10 µM; Yeast reconstituted NLRP3/ASC/caspase-1, beta-gal luminescence, 24 h;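 active = inhibition of 50% or more; inactive = inhibition below 50%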;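 also: plate controls were induced DMSO wells for no effect and uninduced yeast grown without galactose for full effect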
GRIN3A LBD mod = NR3A (human) ligand-binding domain modulation. NR3A LBD differential scanning fluorimetry, Tm shift; 0% = protein alone, 100% = glycine-bound protein. Tm shift relative to glycine control, % at 25 µM. 2.5% of 340,000 active;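 active = melting temperature shift of at least 10% of the positive control shift, at one fixed dose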
The depositor's hits bear a star; x = not tested or not shown.

The opening 3 entries as a preview:
Sequence of screens – tim23-1 inh	TIM10 inh	Mdm2-MdmX inh	APJ ag	UPR CHOP act	XBP1 UPR activ	tim10-1 inh	NLRP3 yeast inh	GRIN3A LBD mod
- NC(=O)CSc1nnc(-c2ccncc2)o1
 : -3	2	18	-3	-2.7	-1	11	-3	-1
- O=C(NC1CC1)c1sc2cc(F)ccc2c1Cl
 : 21	3	-10	-4	3.1	2	8	11	-1
- CCOC(=O)c1cc2c(=O)[nH]c(C(Cl)(Cl)Cl)nc2o1
 : 3	2	8	-3	0.6	-5	-9	10	5

The list itself, from the start:
Sequence of screens – tim23-1 inh	TIM10 inh	Mdm2-MdmX inh	APJ ag	UPR CHOP act	XBP1 UPR activ	tim10-1 inh	NLRP3 yeast inh	GRIN3A LBD mod
- NC(=O)CSc1nnc(-c2ccncc2)o1
 : -3	2	18	-3	-2.7	-1	11	-3	-1
- O=C(NC1CC1)c1sc2cc(F)ccc2c1Cl
 : 21	3	-10	-4	3.1	2	8	11	-1
- CCOC(=O)c1cc2c(=O)[nH]c(C(Cl)(Cl)Cl)nc2o1
 : 3	2	8	-3	0.6	-5	-9	10	5
- COc1ccc(CCNc2oc(-c3ccc(C)cc3)nc2C#N)cc1OC
 : 55*	53*	-21	-2	0.8	-2	19	26	9
- O=C(CCN1CCCC1=O)NC1CCCc2c1cnn2-c1ccccc1F (stereo unspecified)
 : -2	2	-2	2	-0.3	-4	2	7	3
- COc1ccc(S(=O)(=O)Nc2ccccc2C)cc1
 : 2	13	29	-1	-1.6	1	10	5	0
- Cc1cccc(NC(=O)COc2coc(CN3CCN(c4ccccc4)CC3)cc2=O)c1
 : 18	10	6	6	-2.0	-1	22	18	1
- O=C(N/N=C/c1ccccc1Cl)c1n[nH]c2c1CCCC2
 : 13	7	38	-2	-8.9	-5	14	-1	-1
- N#CCC(=O)Nc1ncn(Cc2ccccc2Cl)n1
 : 6	0	19	-3	-1.7	-2	25	7	-1
- CC(=O)C1C(c2cccc(Oc3ccccc3)c2)NC(=O)NC1(O)C(F)(F)F (stereo unspecified)
 : 1	-2	12	-2	1.9	-1	16	12	-5
- C=C[C@@H]1c2cc(C)ccc2N(S(=O)(=O)c2ccc(C)cc2)[C@H](c2ccccc2)C1(C#N)C#N
 : 4	11	41	-1	6.8	-3	21	-75	-1
- Fc1ccc(NC(=S)Nc2ccc(Cl)cc2)cc1
 : -3	25	-15	-3	-1.8	-2	24	9	4
- C[C@H](CO)N1C[C@H](C)[C@@H](CN(C)CC2CC2)Oc2c(NS(=O)(=O)c3ccccc3)cccc2C1=O
 : 11	3	-16	-1	-1.3	0	3	11	-1
- Cc1cc(NC(=O)CSc2ccc(-c3ccc4c(c3)OCO4)nn2)no1
 : 4	6	-4	5	5.6	1	13	2	x
- FC(F)(F)c1cnc2c(-c3ccc(Cl)cc3Cl)noc2c1
 : 6	8	-13	-4	0.7	1	2	19	-1
- O=C(c1ccc([N+](=O)[O-])cc1)N1CCN(Cc2ccccc2)CC1
 : -3	-12	13	-3	-0.9	-1	-1	-4	-1
- Cc1c(CC(Cl)(Cl)Cl)c2c(n1O)CC(C)(C)CC2=O
 : -2	-8	-4	-2	0.5	-3	15	-16	-4
- COc1ccc(C(=O)N2CC(=O)Nc3ccccc32)cc1S(=O)(=O)N1CCCC1
 : 5	-10	16	-1	-1.1	1	23	6	-2
- COc1ccc(CNC(=O)C[C@H]2C(=O)N(c3ccccc3)C[C@@H]2Cc2ccccc2)cc1
 : 23	-5	-15	11	-1.1	2	18	25	0
- CCCCSc1nnc(NC(=O)CCc2ccccc2)s1
 : 32	33	-12	5	2.1	-1	28	29	-6
- N#C/C(=C(/O)c1ccco1)c1nc2ccccc2[nH]1
 : -1	-4	6	-4	1.4	2	0	10	1
- CC1=NN(C(N)=S)C(=O)C1N=Nc1cc(Cl)ccc1Cl (stereo unspecified)
 : 37	28	15	-3	0.4	-4	39	37	9
- Cc1cccc(C(=O)N2CCC(Cc3ccccc3)CC2)c1[N+](=O)[O-]
 : 34	-13	24	-3	0.0	-4	10	18	0
- CCc1cc(OCCN(C)C)ccc1Cl
 : 5	-16	10	-1	-1.8	-3	11	14	0
- Cc1ccc2nc(N3CCN(S(=O)(=O)c4ccc(C)c(Cl)c4)CC3)c(C#N)cc2c1
 : 6	3	9	-4	-1.5	0	8	9	-2
- Cc1cc(C)nc(Sc2ncnc3c2oc2ccccc23)n1
 : 22	18	28	-2	7.7	0	32	27	0
- O=C1OC(Nc2ccc(F)c([N+](=O)[O-])c2)c2ccccc21 (stereo unspecified)
 : 9	14	3	0	2.4	-3	-3	14	-1
- COc1ccc(N(C(=O)c2ccccc2C)S(=O)(=O)c2cccs2)cc1
 : 17	8	59*	-1	6.3	15	18	-6	2
- Cc1ccc(CNC(=O)c2ccc(Cn3nc(C)c(Cl)c3C)o2)cc1
 : 12	12	18	2	-4.0	-5	55*	13	-2
- COc1ccc(C(=O)NC(C(=O)NCC(=O)Nc2c(C)cccc2C)C(C)C)cc1 (stereo unspecified)
 : 6	5	-13	-3	1.0	0	17	7	-4
- CC(C)C[C@H]1CN=C(N(C)C)N1CC1CCCCCC1
 : -3	0	27	-3	0.6	1	-15	14	1
- O=C(O)Cc1ccc2oc(-c3cccnc3)nc2c1
 : 13	-3	7	-2	0.4	1	-11	-1	0
- O=S(=O)(/C=C/c1ccccc1)N1CCN(c2ccccc2)CC1
 : -9	-7	9	0	-1.3	-2	-15	6	1
- O=[N+]([O-])c1ccc(CSC2=NCCS2)cc1
 : 9	-8	8	-3	3.4	2	-13	22	-2
- CNS(=O)(=O)c1cccc(C(=O)OCc2cc(C(C)=O)ccc2OC)c1
 : 9	1	3	-2	-0.5	-4	18	7	1
- O=C1C2C3C=CC(C3)C2C(=O)N1Nc1ccc([N+](=O)[O-])cc1[N+](=O)[O-] (stereo unspecified)
 : 11	-7	7	-3	0.2	-2	6	28	1
- Cc1ccc(C)c(-n2nnnc2Sc2nc([N+](=O)[O-])nn2C)c1
 : 17	5	17	1	-0.8	-2	14	11	2
- O=c1[nH]c(/C=C/c2ccccc2OC(F)F)nc2c1cnn2-c1ccccc1
 : 14	25	9	1	5.9	22	21	19	3
- O=C(Cn1[nH]c(=O)c2ccccc2c1=O)NCCN1C(=O)S/C(=C\c2ccccc2)C1=O
 : 2	8	18	-3	1.8	-1	-1	6	-1
- Cc1[nH]c(=O)[nH]c(=O)c1S(=O)(=O)Nc1ccc(F)cc1F
 : 4	-3	10	0	0.3	-2	6	-21	0
- CC1CN(C(=O)Nc2ccc3c(c2)OCO3)CC(C)O1 (stereo unspecified)
 : 2	-5	-24	-2	2.8	-2	-11	6	-19
- CCOc1ccc(NC(=O)C/C(N)=N/O)cc1
 : -3	-3	-12	2	0.3	0	-13	16	-4
- CCOC(=O)[C@@H]1[C@H]2COc3cc(OC)ccc3[C@H]2N2C(=O)N(c3ccc(Br)cc3)C(=O)[C@]12C
 : 35	24	3	-3	-1.3	-1	18	8	0
- CC1(C)CC(N2CCN(Cc3ccccc3)CC2)=CC(=[N+]2CCCCC2)C1
 : -75	-30	36	-1	-0.4	-3	-64	13	0
- O=S(=O)(Nc1cccnc1)c1ccc(Br)c2ccccc12
 : 12	-7	-7	1	-0.6	-2	-1	11	-2
- COc1ccc(-c2csc(N3C(=O)C4C5c6ccccc6C(c6ccccc65)[C@@H]4C3=O)n2)cc1 (stereo partly specified)
 : 15	29	11	1	-0.7	-2	13	13	-2
- c1ccc2c(c1)CNC1(CCCCC1)C2
 : 13	5	10	-2	0.1	-3	9	11	0
- O=c1c2cc3c(cc2[nH]c(=S)n1C1CCN(Cc2ccccc2)CC1)OCO3
 : 25	14	12	-2	1.5	1	21	9	-1
- COc1cc(NC(=O)CSc2nnc3c(C)cc4c(C)ccc(C)c4n23)c(C(=O)O)cc1OC
 : 18	0	-9	2	-0.5	-3	-4	-5	1
- O=S(=O)(NCc1ccccn1)C(F)(F)F
 : 2	5	4	-3	0.2	-1	8	13	-3
- O=C(CCNC(=O)c1ccccc1Cl)Nc1nc(-c2ccc3ccccc3c2)cs1
 : 32	37	40	-4	-0.8	-1	18	14	-3
- CCNCCNC(=O)c1c(O)c2c([nH]c1=O)CCCC2
 : -2	2	7	-1	0.2	-1	-3	17	-1
- Cc1cc(SCC(=O)c2cc(C)n(C)c2C)nc2ccccc12
 : 10	17	21	2	3.7	0	17	0	1
- CCOC(=O)Nc1ccc2c(c1)Sc1ccccc1N2C(=O)CCN1CCOCC1
 : 10	18	5	-4	1.6	-1	21	2	0
- CC(C)(O)c1ccccc1CC[C@@H](SCC1(CC(=O)O)CC1)c1cccc(/C=C/c2ccc3ccc(Cl)cc3n2)c1
 : 13	12	19	-3	2.6	-7	15	8	0
- CC(C)(C)OC(=O)C[C@H]1C/C=C\C[C@@H](CC(=O)N(CCO)Cc2ccccc2)C(=O)NCCOC1=O
 : 14	1	-27	0	0.8	0	7	-1	-1
- S=C(NCC1COc2ccccc2O1)Nc1ccccc1 (stereo unspecified)
 : 27	33	-14	-4	0.5	2	27	16	-6
- O=C(O)C(Cc1ccccc1)N1C(=O)CCC1=O (stereo unspecified)
 : -7	0	17	0	2.6	-1	-15	18	-3
- CCN(CC(=O)Nc1ccccc1C(F)(F)F)C(=O)COc1cccc2c1OC(C)(C)C2
 : 4	3	6	-9	0.1	3	6	8	0

Compound activity deposited in PubChem BioAssay by Sanford-Burnham Center for Chemical Genomics.
